Bioassay records: PubChem BioAssay, National Center for Advancing Translational Sciences (NCATS)
CBFb RUNX1 block – qHTS Assay for Compounds Blocking the Interaction Between CBF-beta and RUNX1 for the Treatment of Acute Myeloid Leukemia; AlphaScreen CBFb-His/RUNX1-biotin binding, biochemical; AID 1477, 2009; Potency, µM (titrated, usually from 59.8 µM), for inactives: at the top dose activity, negative = inhibition, usual class: inhibitors; 230,000 tested, under 10 active; also: % of control where 0% means no effect
Target sequence (Q01196 whole entry, looked up): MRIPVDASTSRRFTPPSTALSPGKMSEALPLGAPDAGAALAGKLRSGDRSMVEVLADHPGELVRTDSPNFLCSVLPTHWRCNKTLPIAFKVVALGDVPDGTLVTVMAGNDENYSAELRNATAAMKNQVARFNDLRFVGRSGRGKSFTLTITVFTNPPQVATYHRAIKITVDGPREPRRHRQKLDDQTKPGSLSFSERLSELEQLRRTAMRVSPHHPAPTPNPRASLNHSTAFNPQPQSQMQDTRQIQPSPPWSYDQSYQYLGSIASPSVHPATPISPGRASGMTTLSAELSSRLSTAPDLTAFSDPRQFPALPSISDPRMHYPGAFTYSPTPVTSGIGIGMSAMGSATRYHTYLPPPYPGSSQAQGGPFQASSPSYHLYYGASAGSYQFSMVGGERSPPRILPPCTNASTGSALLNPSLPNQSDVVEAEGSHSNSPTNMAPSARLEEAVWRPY
Target sequence (Q13951 whole entry, looked up): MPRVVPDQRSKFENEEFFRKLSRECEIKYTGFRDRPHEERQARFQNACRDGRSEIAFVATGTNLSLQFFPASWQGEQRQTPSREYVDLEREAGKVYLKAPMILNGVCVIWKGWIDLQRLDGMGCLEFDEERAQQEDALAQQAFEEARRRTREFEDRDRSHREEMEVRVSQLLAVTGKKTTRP
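CBF-beta (His) and RUNX1 (biotin), 30 nM each; 20 min preassociation; + compound, 15 min; + beads 50 ng each (Ni, streptavidin), 90 min; RT; AlphaScreen read.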
HTT cytoprotect – qHTS Multiplex Assay to Identify Dual Action Probes in a Cell Model of Huntington: Cytoprotection (ATP) | PC12 HTT-Q103 induced, cytoprotection, ATP luminescence, 40 h | AID 1471, 2008 | 230,000 tested, 0.14% active | Potency, µM (top dose mostly 56.4 µM), for the others: cytoprotection (ATP increase), hits mostly activators;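 also: potency is read from the fitted curve at half-maximal effect; % of control where 0% means no effect; nearly all actives have a fitted effect of over 45% in size; toxic huntingtin expression switched on by the ecdysone agonist tebufenozide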
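ATP quantification (ATPlite) reports survival of PC12 cells in which tebufenozide, 100 nM final, switches on Htt exon 1 with 103 glutamines linked to GFP; compounds are titrated.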
GAA inhib – qHTS Assay for Inhibitors of Human alpha-Glucosidase as a Potential Chaperone Treatment of Pompe Disease | 200,000 tested, 0.005% active | Potency, µM (doses to about 76.9 µM), inactives show at the top dose activity change, negative = inhibition, actives largely listed as inhibitors | AID 1466, 2008 | purified human GAA, 4-MU-alpha-glucoside fluorescence | Lysosomal alpha-glucosidase (Homo sapiens), P10253;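 also: potency is read from the fitted curve at half-maximal effect; plate controls were uninhibited enzyme wells for no effect and no-enzyme background for full effect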
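Fluorescence at Ex 365/Em 440 nm from 4-methylumbelliferone reported enzyme activity after 20 min at room temperature. Reactions used 4 nM enzyme and 400 uM substrate at pH 5.0; curves fitted with the Hill equation.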
HttQ103 aggreg – qHTS Multiplex Assay to Identify Dual Action Probes in a Cell Model of Huntington: Aggregate Formation (GFP). Potency, µM (doses to about 46.1 µM), without a hit: top-dose activity change, negative = inhibition, hits mostly inhibitors. PC12 HttQ103-GFP aggregates, Acumen cytometry, 40 h. 220,000 tested, 1.1% active. AID 1688, 2009; also: potency is read from the fitted curve at half-maximal effect; % is scaled to controls: 0 for no effect and ±100 for the full control effect; nearly all actives have a fitted effect of over 60% in size
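Steps: seed 1500 PC12 HTTQ103-GFP cells/well; add tebufenozide, 100 nM final; add compound titration; add ATPLite reagent; quantify GFP aggregates by laser scanning cytometry.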
GAA glycogen mod – qHTS Assay for Inhibitors and Activators of Human alpha-Glucosidase Cleavage of Glycogen. Lysosomal alpha-glucosidase (Homo sapiens), P10253. recombinant GAA, glycogen substrate, Amplex Red glucose oxidase fluorescence. Potency, µM (series often up to 76.4 µM), for the others: top-dose activity change, negative = inhibition, hits mostly inhibitors. 300,000 tested, 0.38% active;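 also: potency is read from the fitted curve at half-maximal effect; 0% = full enzyme reaction and -100% = no-enzyme basal signal; the screen sought inhibitors and activators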
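Recombinant human enzyme (4 nM); glycogen substrate; 37 C, 40 min, pH 5.0. Readout: coupled glucose oxidase/Amplex Red fluorescence.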
GAA spleen mod – qHTS Assay for Inhibitors and Activators of Human alpha-Glucosidase From Spleen Homogenate. Potency, µM (series often up to 79.9 µM), for the others: top-dose activity change, negative = inhibition, usual class: inhibitors. 240,000 tested, 0.006% active. human spleen homogenate, 4-MU-alpha-glucoside fluorescence;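 also: potency is read from the fitted curve at half-maximal effect; 0% = enzyme with vehicle and -100% = no enzyme basal signal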
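Enzyme source: human spleen homogenate, 1 ug/well. Buffer 50 mM citric acid/K phosphate pH 5.0, 0.01% Tween-20. 4-MU-alpha-glucoside 1 mM; 37 C x 40 min; NaOH/glycine stop; fluorescence.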
LMNA splice mod – qHTS Assay for Modulators of Lamin A Splicing; HeLa LMNA splicing GFP/RFP minigene ratio, 48 h; 200,000 tested, 0.01% active; Potency, µM (doses to about 46.1 µM), inactives show at the highest dose ratio change, negative = inhibition, hits mostly inhibitors; active = well fitted inhibition curve with a large enough effect in the signal ratio, with a control signal flat, not every such curve was filed as active; inconclusive = small, poorly fitted or top-dose-only effect, or effect the other way, or a change in a side signal; the % refers to the signal ratio; also: potency is read from the fitted curve at half-maximal effect; % is scaled to controls: 0 for no effect and ±100 for the full control effect
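S3 HeLa cells stably expressing lamin A-EGFP splicing minigene plus DsRed2, 600 cells/well, 48 h compound exposure at 37C. Laser-scanning cytometry; analysed as GFP (500-530 nm)/RFP (575-640 nm) total intensity ratio; 0.5% DMSO vehicle.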
An asterisk follows results filed as active; ? = inconclusive; . = not tested or not shown; [ ] = dose if it differs, or a comment. Unless noted, calls follow the shape of the dose curve; as a rule, active = well fitted curve in the direction sought with a large enough effect; inconclusive = small, poorly fitted or top-dose-only effect, or another doubt; inactive = no such curve, though single readings can be large; an effect the other way counts as inactive or inconclusive. Rows are unselected. Share with any hit: about 1.5%.

Below each SMILES: HTT cytoprotect	GAA glycogen mod	HttQ103 aggreg	LMNA splice mod	GAA spleen mod	CBFb RUNX1 block	GAA inhib
Cc1ccc([N+](=O)[O-])cc1NC(=O)c1ccc(CSc2ccccc2)cc1
 : -8%[10 µM]	13%	-13%	?	0%	3%	5%
CCN(CC)c1ccc2cc(C#N)c(=O)oc2c1
 : 2%[10 µM]	2%	0%[9.22 µM]	.	-3%	-4%	4%
COc1ccccc1CC(=O)Nc1ccc(-c2noc(COc3ccc(Br)cc3)n2)cc1
 : 13%	-4%	-8%	3%	1%	-2%	2%
Cc1nc(SCc2c(F)cccc2Cl)c2c(=O)n(C)c(=O)n(C)c2n1
 : -5%	5%	18%	2%	-2%	0%	-4%
COC(=O)CCC(=O)Nc1ccc(S(=O)(=O)N2CCCCCC2)cc1
 : -26%[10 µM]	1%	-7%	-5%	5%	-1%	0%
CCOC(=O)C1CCN(CCC(=O)Nc2ccc(C)cc2)CC1
 : 1%[10 µM]	-3%	12%[9.22 µM]	?	1%	6%	-3%
CCN(CC)C(=O)Cn1nc(-c2ccccc2O)nc1SCC(=O)Nc1ccc(OC)cc1
 : 4%[10 µM]	-7%	10%	-14%	-5%	-1%	-14%
CN(C)CCCOC(=O)COc1ccc(C(C)(C)C)cc1
 : 34%[0.074 µM]	-1%	2%	-10%	-12%	13%	-4%
Cc1ccc(Cn2nc(C)cc2C(=O)Nc2ccc(Cl)cc2)cc1
 : 7%[10 µM]	-4%	-12%[9.22 µM]	.	-4%	10%	.
CC(C)(CNC(=S)NCCc1ccccc1)CNC(=S)NCCc1ccccc1
 : -18%[10 µM]	-7%	?	?	3%	-11%	-3%
Cc1ccc(OCC(=O)NNC(=S)NC(=O)C(C)(C)C)c(Br)c1
 : .	-20%	11µM*	.	7%	-13%	0%
CC(C)Cc1nc2oc3c(NCC(C)O)ncnc3c2c2c1CCCC2 (centres undefined)
 : -13%[10 µM]	1%	-13%[9.22 µM]	.	0%	15%	.
COCCOC(=O)c1c(C)oc2ccc(OC(=O)COc3c(F)c(F)c(F)c(F)c3F)cc12
 : -2%	0%	-5%	-1%	0%	5%	-6%
Cc1cccc(-n2nc3c(c2NC(=O)c2ccco2)CSC3)c1C
 : 8%[0.074 µM]	2%	13%	-9%	-3%	2%	3%
COc1ccc(OCCn2nnc(-c3ccc(Cl)cc3)n2)cc1
 : 39%[10 µM]	3%	2%	-3%	2%	10%	-7%
O=C(CCc1ccc(O)c(O)c1)NNC(=S)NCCc1ccccc1
 : -8%[10 µM]	?	1%	-11%	-3%	-3%	6%
Cc1ccc(-c2cc(C(F)F)n3ncc(C(=O)NN4CCCCC4)c3n2)cc1
 : -43%[inhibitor][1.9 µM]	-4%	-1%[9.22 µM]	-4%[9.22 µM]	6%	-1%	5%
CCc1ccc(S(=O)(=O)/N=C2\C=CC(=O)c3ccccc32)cc1
 : -15%	-11%	?	.	5%	?	1%
c1ccc(OCCCn2nnc(-c3cccnc3)n2)cc1
 : -9%[10 µM]	2%	-7%	-9%	9%	7%	-5%
O=C(CCCOc1ccccc1)Nc1nc2ccccc2[nH]1
 : ?	1%	2%	.	0%	2%	-10%
O=C(COC(=O)c1cc(-c2cccs2)nn1-c1ccccc1)Nc1ccc(Cl)c([N+](=O)[O-])c1
 : -2%[10 µM]	13%	-12%	-2%	-1%	-10%	-1%
CCCC(c1nnnn1Cc1cccs1)N1CCN(c2ccc(OC)cc2)CC1 (centres undefined)
 : -4%[10 µM]	3%	-8%	?	-5%	-18%	6%
COc1ccc(N=Cc2[nH]c3ccccc3c2O)cc1
 : -28%	-26%	5%	10%[46 µM]	2%	-6%	-8%
COc1ccc(-n2cnnc2SCc2csc(-c3ccccc3)n2)cc1
 : -17%[10 µM]	1%	1%	-5%	1%	0%	0%
Clc1ccc(C2=Nc3cc(Cl)ccc3OC2)cc1
 : 9%	-16%	14%	-18%[46 µM]	2%	14%	-1%
CCOC(=O)c1nnsc1Nc1ccc(C)c(C)c1
 : -37%[inhibitor]	2%	?	9%[46 µM]	9%	9%	1%
COc1c2ccoc2nc2c(OC)cccc12
 : -21%	0%	18%[9.22 µM]	?	-4%	5%	0%[15.4 µM]
Cc1cccc(-c2cc3nc(C)cc(N4CC(C)CC(C)C4)n3n2)c1 (centres undefined)
 : -39%[10 µM]	-9%	-5%	-9%	4%	-2%	4%
CC(=O)N1CCc2cc(Br)cc(S(=O)(=O)NCCN3CCCCC3C)c21 (centres undefined)
 : 5%	0%	6%	-6%	-1%	3%	2%
CCCC1=C([O-])C2N=CC=CC2=[N+](c2ccccn2)C1=O (centres undefined)
 : 11%[10 µM]	4%	-8%	3%	5%	-5%	-12%
Cc1oc(C(N)=O)nc1-c1ccccc1
 : -8%[10 µM]	-9%	-9%[9.22 µM]	.	3%	-1%	-5%
CS(=O)(=O)Nc1ccc2c(c1)C(=O)OC2
 : -10%[0.074 µM]	3%	1%	-7%	1%	3%	-2%
N/C(=N\OC(=O)Cc1ccc(-c2ccccc2)cc1)c1ccccn1
 : 35%[1.9 µM]	-3%	-22%	?	2%	-10%	0%
Cc1ccc(NC(=O)c2cccc(NC(=O)CCC(=O)O)c2)cc1C
 : -85%[inhibitor]	-2%	-8%	.	1%	7%	-2%
CCC(C)NCCOc1ccc(Br)cc1 (centres undefined)
 : -5%	15%	4%	10%	-2%	-1%	0%
C#CCOc1ccc(Cl)cc1/C=N/O
 : 1%	-7%	-3%[9.22 µM]	14%	0%	1%	-5%
COc1ccc2[nH]cc(CCNc3ncncc3-c3cccc(NS(C)(=O)=O)c3)c2c1
 : ?	.	.	?	4%	.	.
Cc1nc([N+](=O)[O-])cn1CC(O)c1ccc(Cl)cc1 (centres undefined)
 : 18%[10 µM]	10%	3%[9.22 µM]	.	7%	3%	.
CCOc1ncccc1C(=O)OCC(=O)Nc1cc(C(=O)OC)ccc1C(=O)OC
 : 18%[10 µM]	-1%	12%	3%	-6%	1%	-3%
O=C(NN1C(=O)c2ccc(-c3ccc4c(c3)C(=O)N(NC(=O)c3cccnc3)C4=O)cc2C1=O)c1cccnc1
 : .	8%	-18%	.	0%	-6%	-2%
O=C(OCc1ccc(Cl)cc1)c1cccnc1Cl
 : -20%	1%	16%	3%[46 µM]	5%	14%	5%
Cc1ccc(CN(C(=O)c2cc(=O)c3cc(C)cc(C)c3o2)C2CCS(=O)(=O)C2)cc1 (centres undefined)
 : 9%[10 µM]	-3%	25%[9.22 µM]	.	-5%	3%	.
Cc1cccc(/C=N/n2c(-c3ccco3)n[nH]c2=S)c1
 : -7%[10 µM]	?	4%[9.22 µM]	.	2%	-6%	.
COc1ccc(CCN(CC(=O)NC2CCCC2)C(=O)CCC(=O)Nc2cc(C)on2)cc1OC
 : 0%[10 µM]	-5%	-1%	1%	-6%	9%	-1%
O=C(CSc1ncnc2c1oc1ccccc12)Nc1cccc(C(F)(F)F)c1
 : -42%[inhibitor]	-5%	-11%	0%	-3%	-3%	-11%
Cc1nn2c(Nc3ccc(F)cc3)c3c(nc2c1-c1ccccc1)CCC3
 : .	5%	-3%	-10%	-8%	5%	4%
CC(=O)Nc1ccc(C(=O)CSc2cc(C)c3cccc(C)c3n2)cc1
 : -7%[10 µM]	11%	3%	0%	-3%	-1%	-3%
Cc1noc(C)c1C(=O)NCc1ccccc1
 : 12%	7%	5%	18%	6%	2%	?
COC(=O)COc1ccc(C)cc1-n1nc2ccccc2n1
 : -11%[10 µM]	13%	-12%[9.22 µM]	16%[46 µM]	0%	8%	6%
CSCCC(NC(=O)c1occc1C)C(=O)O (centres undefined)
 : 0%[10 µM]	2%	-4%	16%	-25%	4%	1%
Cc1ncc([N+](=O)[O-])n1CC(=O)Nc1ccc2c(c1)OCO2
 : .	8%	10%	.	-2%	-7%	-3%
Cc1nnc(NC(=O)CSc2nc(N)c(NC(=O)c3cccs3)c(=O)[nH]2)s1
 : 5%[10 µM]	-1%	4%[9.22 µM]	.	-2%	8%	.
COc1cccc(-c2nnc(N)o2)c1
 : 0%[10 µM]	-5%	10%[9.22 µM]	.	-3%	13%	.
Cc1ccccc1NC(=O)C1C2C=CC(C3CC23)C1C(=O)O (centres undefined)
 : .	5%	-4%	1%[46 µM]	-5%	12%	-15%
CN(C)Cc1cc(CN(C)C)c(O)c(CCc2ccccc2)n1
 : 7%	12%	-5%	-5%	-3%	1%	-10%
O=C(CCNc1ccc(Cl)cc1)c1cccs1
 : 15%[10 µM]	-1%	-1%	?	8%	-1%	1%
Cn1c(=O)c2c(nc(CO)n2C)n(C)c1=O
 : -10%	-6%	-13%	.	1%	3%	-4%
CCOC(=O)N1CCN(S(=O)(=O)c2cccc3ccc(C)nc23)CC1
 : -23%	4%	7%	6%	9%	11%	-11%
COc1cc(CC(=O)OCC(=O)NCC(C)C)cc(OC)c1OC
 : -32%[inhibitor]	7%	-30%	.	-3%	3%	-13%
Cc1ccc(C(=O)Nc2ccccc2SCC2CSc3nc4ccccc4c(=O)n32)cc1 (centres undefined)
 : -63%[inhibitor]	4%	-6%	?	-8%	-2%	0%
Cc1cc(Cl)ccc1NC(=O)COC(=O)c1nc2nccc(C)n2n1
 : -7%	5%	-5%	17%[46 µM]	-5%	-5%	2%
Cn1c(O)c(C2=c3ccccc3=NC2=O)[nH]c1=S
 : .	-5%	9%	?	-9%	-2%	-3%
Brc1ccccc1OCCOc1cccc2cccnc12
 : .	4%	-6%	?	-5%	5%	-1%
